MLL CXXC-DNA inh: blocks binding of human MLL CXXC domain to DNA. MLL-CXXC / FITC-HOXA9 DNA fluorescence polarization. Potency, µM (titrated, usually from 115 µM), for the others: top-dose activity change, negative = inhibition, most hits filed as inhibitors. actives 0.037% (n = 290,000); active = well fitted inhibition curve with a large enough effect in the polarisation, with a control signal flat, not every such curve was filed as active; inconclusive = small, poorly fitted or top-dose-only effect, or effect the other way, or a change in a side signal; inactive = no such curve, though single readings can be large or run the other way; the % refers to the polarisation
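Steps: dispense CXXC domain solution (7 uM) → pin compounds or unlabeled HOX-A9 DNA control → 5 min ambient → add FLSN-HOX-A9 solution (50 nM) → spin → 30 min ambient → fluorescence polarization. Tris pH 7.5/NaCl/DTT/BSA buffer.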
BRCA1 expr up: BRCA1 expression activation; actives 1.1% (n = 380,000); Potency, µM (series often up to 46.1 µM), without a hit: top-dose activation, most hits filed as activators; MCF7-BRCA1-FFLuc reporter, luminescence, 48 h; response scale: scaled: vehicle 0%, 10 µM genistein 100%; also: nearly all actives have a fitted effect of over 80% in size; some results filed as inactive show a strong effect at the top dose
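Compounds are tested at multiple concentrations on MCF7 BRCA1-luciferase reporter cells seeded at 2000 per well; after 48 h, a single luminescence end-point is taken and curves fitted to the normalized data.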
ELG1 genotox: genotoxicity induction in ELG1-luciferase HEK293T cells; HEK293T ELG1-luciferase reporter, luminescence, 16 h; Potency, µM (series often up to 46 µM), for the others: top-dose activity change, positive = activation, usual class: activators; actives 1.3% (n = 330,000); also: % of control where 0% means no effect; nearly all actives have a fitted effect of over 60% in size
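HEK293T cells expressing luciferase-tagged ELG1 were treated with compound or DMSO for 16 hr at 37°C. Luciferase activity was then read after 30 min with ONE-Glo at room temperature; rising signal flags genetic stress.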
VP16 counter: Gal4-VP16 reporter inhibition counter-screen | AID 2546 | Drosophila S2 Gal4-VP16 UAS-luciferase, luminescence, 20 h | actives 3.5% (n = 310,000) | Potency, µM (highest dose often 53.6 µM), for inactives: at the top dose activity, negative = inhibition, hits mostly inhibitors;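 also: Gal4-VP16 expression switched on by copper sulfate through the metallothionein promoter; % is scaled to controls: 0 for no effect and ±100 for the full control effect; nearly all actives have a fitted effect of over 50% in size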
uPA surface inh: inhibitors of cell surface uPA generation | AID 540303 | cell surface uPA generation assay, qHTS | actives 0.31% (n = 330,000) | Potency, µM (doses to about 38.3 µM), for the others: top-dose activity change, negative = inhibition, most hits filed as inhibitors; active = well fitted inhibition curve with a large enough effect; inconclusive = small, poorly fitted or top-dose-only effect; inactive = no such curve, though single readings can be large or run the other way; tested in mouse RAW 264.7 cells; also: % is scaled to controls: 0 for no effect and ±100 for the full control effect; nearly all actives have a fitted effect of over 55% in size
p53 reactivation: mutant p53 re-activation in reporter cells; H1299 p53-A138V BP100-luciferase reporter, luminescence, 24 h; actives 0.063% (n = 320,000); AID 504706; Potency, µM (top dose mostly 92.2 µM), for inactives: at the top dose activity change, positive = activation, actives largely listed as activators; also: % of control where 0% means no effect; nearly all actives have a fitted effect of over 45% in size
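p53-null H1299 cells stably carrying temperature-sensitive p53-A138V and a BP100-luciferase reporter were pinned with compounds (4-point, 1:5 series) and held 24 hrs at 37 deg C. Luminescence was read 10 min after detection reagent.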
Rab9 promoter act: Rab9 promoter activation; Huh7 Rab9 promoter-luciferase reporter, luminescence, 24 h; actives 2.8% (n = 320,000); AID 485297; Potency, µM (highest dose often 9.22 µM), without a hit: at the highest dose activation, negative = inhibition, most hits filed as activators; also: % of control where 0% means no effect; nearly all actives have a fitted effect of over 60% in size
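Rab9 promoter-driven luciferase in stably transfected Huh7 cells; 1500 cells/well rested 2 h, exposed to compound in DMSO for 24 h at 37 °C, 5% CO2. Luminescence read 10 min after adding luciferase reagent at ambient temperature.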
NPC1 prom act: activates the NPC1 promoter; Huh7 NPC1 promoter luciferase reporter, 24 h; Potency, µM (titrated, usually from 9.22 µM), inactives show top-dose activation, hits mostly activators; actives 2.4% (n = 320,000); AID 485313;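 also: % of control where 0% means no effect; nearly all actives have a fitted effect of over 60% in size; reporter is driven by a mutant NPC1 promoter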
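Cells: Huh7 expressing luciferase under the NPC1 promoter, 1500/well. Seeded 2 h, compound added, incubated 24 h at 37 °C. Luciferase reagent, 10 min ambient, then luminescence.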
MBNL1 CUG block: MBNL1-poly(CUG) RNA binding inhibition; TR-FRET MBNL1-His/biotin-(CUG)12 binding, 665/545 ratio; Potency, µM (doses to about 57.5 µM), inactives show at the top dose activity change, negative = inhibition, hits mostly inhibitors; actives 0.036% (n = 280,000); AID 2675; active = well fitted inhibition curve with a large enough effect in the signal ratio, with a control signal flat, not every such curve was filed as active; inconclusive = small, poorly fitted or top-dose-only effect, or effect the other way, or a change in a side signal; inactive = no such curve, though single readings can be large or run the other way; the % refers to the signal ratio; also: % is scaled to controls: 0 for no effect and ±100 for the full control effect
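His-tagged MBNL1 binding to biotinylated (CUG)12 RNA was measured by TR-FRET using terbium anti-His antibody (0.055 ng/ul final) and streptavidin-XL665 (5 nM final). Compounds were titrated 92 nM to 58 uM; 60 min at room temperature.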
FLuc counter: counter-screen for miR-21 project: firefly luciferase inhibitors or activators. P08659. Potency, µM (series often up to 57.5 µM), for inactives: top-dose activity change, negative = inhibition, usual class: inhibitors. actives 6.9% (n = 360,000). purified FLuc, Km substrates, luminescence inhibition;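 also: plate controls were vehicle for no effect and reference inhibitor for full effect; nearly all actives have a fitted effect of over 55% in size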
Target sequence (P08659 whole entry, looked up): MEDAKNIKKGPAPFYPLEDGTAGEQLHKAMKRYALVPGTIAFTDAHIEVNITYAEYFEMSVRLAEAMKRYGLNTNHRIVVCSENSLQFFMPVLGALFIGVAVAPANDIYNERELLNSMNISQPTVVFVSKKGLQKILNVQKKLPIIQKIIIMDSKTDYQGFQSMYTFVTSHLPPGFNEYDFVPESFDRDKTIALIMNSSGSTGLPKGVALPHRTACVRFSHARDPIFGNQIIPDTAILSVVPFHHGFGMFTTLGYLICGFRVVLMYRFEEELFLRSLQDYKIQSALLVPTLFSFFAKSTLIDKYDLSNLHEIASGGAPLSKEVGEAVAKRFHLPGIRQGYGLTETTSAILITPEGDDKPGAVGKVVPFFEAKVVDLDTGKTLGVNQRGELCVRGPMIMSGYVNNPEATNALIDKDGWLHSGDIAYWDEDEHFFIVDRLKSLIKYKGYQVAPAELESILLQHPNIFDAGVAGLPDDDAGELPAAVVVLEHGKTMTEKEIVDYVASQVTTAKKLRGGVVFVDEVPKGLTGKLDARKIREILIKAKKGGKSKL
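Biochemical qHTS of compounds, final roughly 60 µM downward over six points, against 10 nM purified firefly luciferase using Km concentrations of substrates (10 uM D-luciferin, 10 uM ATP) in Tris acetate pH 7.5 buffer; luminescence output.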
RORg inh: ROR gamma (mouse) transcription inhibition | P51450 | Drosophila S2 Gal4-RORgamma UAS-luciferase reporter, 20 h | Potency, µM (highest dose often 53.6 µM), for the others: top-dose activity change, negative = inhibition, usual class: inhibitors | actives 5.4% (n = 310,000) | AID 2551; also: % is scaled to controls: 0 for no effect and ±100 for the full control effect; nearly all actives have a fitted effect of over 60% in size
Target sequence (P51450 whole entry, looked up, the tested form may be a part): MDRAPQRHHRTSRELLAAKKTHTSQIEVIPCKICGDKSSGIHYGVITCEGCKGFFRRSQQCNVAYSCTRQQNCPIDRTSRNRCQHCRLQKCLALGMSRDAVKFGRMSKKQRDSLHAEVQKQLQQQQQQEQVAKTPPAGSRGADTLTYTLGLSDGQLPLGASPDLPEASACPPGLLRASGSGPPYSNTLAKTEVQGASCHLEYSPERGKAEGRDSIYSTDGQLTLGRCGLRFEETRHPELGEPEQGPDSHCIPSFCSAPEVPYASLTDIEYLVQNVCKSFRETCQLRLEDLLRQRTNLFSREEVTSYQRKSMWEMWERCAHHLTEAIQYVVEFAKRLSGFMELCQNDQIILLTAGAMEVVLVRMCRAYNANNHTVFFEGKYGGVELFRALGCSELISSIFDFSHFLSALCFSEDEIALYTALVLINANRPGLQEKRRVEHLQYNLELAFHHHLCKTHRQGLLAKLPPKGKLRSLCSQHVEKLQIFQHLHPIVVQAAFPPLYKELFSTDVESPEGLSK
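Read-out: Photinus luciferase luminescence; inhibitors lower reporter signal. Insect Schneider cells with Gal4-ROR gamma fusion under metallothionein promoter, UAS reporter; 700 uM final copper sulfate induction, 20 hr, ambient temperature.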
* = called active by the depositor; ? = inconclusive; nt = no result given; [ ] = another dose, or the depositor's remark. Unless noted, calls follow the shape of the dose curve; as a rule, active = well fitted curve in the direction sought with a large enough effect; inconclusive = small, poorly fitted or top-dose-only effect, or another doubt; inactive = no such curve, though single readings can be large; an effect the other way counts as inactive or inconclusive. Potency is read from the fitted curve at half-maximal effect.

mol,MLL CXXC-DNA inh,BRCA1 expr up,ELG1 genotox,VP16 counter,uPA surface inh,p53 reactivation,Rab9 promoter act,NPC1 prom act,MBNL1 CUG block,FLuc counter,RORg inh
N#CC1(NC(=O)COc2cc(F)ccc2[N+](=O)[O-])CCCCC1,nt,-11%,0%,nt,-9%,?,15%,-1%,nt,-6%,nt
O=C(/C=C/c1ccc(O)cc1)c1ccc(NC2=C(N3CCCCC3)C(=O)c3ccccc3C2=O)cc1,?,-68%,-6%,?,-5%,?,-29%,-35%[inhibitor],?,7.6µM*,0.32µM*
O=C(CNS(=O)(=O)c1cccc2nsnc12)NCCc1ccccc1,7%,-14%,1%,-4%,0%,6%,3%,2%,?,2%,4%
O=[N+]([O-])c1cc(S(=O)(=O)Nc2ccccc2)ccc1N1CCN(c2ccccc2)CC1,1%,-78%,1%,?,-4%,10%,2%,1%,7%,-1%,?
Cn1ccnc1SCC(=O)c1ccc2ccccc2c1,?,6.3µM*,?,?,0%,22%,1µM*,2.2µM*,36%[activator],8.5µM*,11µM*
COc1ccc(/C=C/C(=O)Nc2cccc(C(C)=O)c2)cc1,9%,4.5µM*,8%,6.3µM*,-4%,?,?,?,14%,0.95µM*,3.2µM*
Cc1nn(-c2ccc(N3CCCCC3)nn2)c(C)c1CCC(=O)Nc1cccc(F)c1,13%,?,?,-7%,17%,?,4µM*,2.8µM*,17%,4.8µM*,13%
CC(C)(C)c1ccc(C(=O)Nc2nonc2-c2nc3ccccc3[nH]2)cc1,23%,-9%,-5%,-4%,1%,-2%,-7%,0%,1%,-8%,27%
O=C(Nc1ccccc1)C1=C[C@@H](C2CCCCC2)C[C@@H](OCc2ccc(CO)cc2)O1,26%,3%,1%,-6%,2%,17%,17%,2%,-1%,?,7%
NC(=O)C1CCN(C(=O)COc2cccc3cccnc23)CC1,-9%,1%,4%,3%,17%,6%,-6%,0%,0%,-2%,-27%
Cc1ccc(C)c(N2CCN(C(=O)c3csc(C)c3C)CC2)c1,-7%,-44%,-4%,-10%,1%,-9%,3%,-4%,-9%,1%,-13%
NC(=O)C1CCN(c2nc(-c3ccccc3F)cs2)CC1,nt,41%,?,nt,-18%,8%,0.32µM*,0.79µM*,nt,?,nt
CCc1cc2c(NCCC(=O)O)ncnc2s1,6%,4%,-7%,-16%,3%,16%,-8%,-4%,-3%,-6%,0%
Cc1cc(Cl)ccc1OCCCC(=O)N1CCCc2ccccc21,0%,-1%,-4%,-2%,7%,-3%,-3%,-4%,0%,0%,?
O=C(COc1ccc(Cl)cc1)NCc1nnc(SCC(=O)NC2CCCCC2)o1,-7%,10%,5%,-11%,2%,20%,-7%,1%,-4%,2%,2%
Cn1c(Cc2ccccc2)nnc1SCCC(=O)Nc1ccccc1,0%,-7%,nt,-7%,3%,nt,nt,nt,4%,-2%,-17%
COc1ccc2c(c1)C(C)=CC(C)(C)N2C(=O)CN1C(=O)CCC1=O,4%,-2%,-3%,0%,13%,-4%,-3%,-2%,-13%,0%,-35%
O=C(Nc1nc2ccccc2[nH]1)c1cc2ccccc2o1,0%,-2%,2.3µM*,7.9µM*,-16%,25%,1.1µM*,2.2µM*,29%,1.3µM*,2.5µM*
CCSc1oc(-c2ccccc2)nc1S(=O)(=O)c1ccccc1,-1%,-42%,-4%,6%,-13%,-4%,-1%,1%,1%,2%,-28%
Cc1ccc(C(=O)c2c3ccc(C(F)(F)F)cc3nn2CCC(N)=O)cc1,nt,-10%,4%,nt,21%,?,19%,20%,nt,-14%,nt
COc1ccc(C(=O)Nc2cc3c(cc2Cl)OCCCO3)cc1,29%,?,?,-4%,-2%,28%,3.5µM*,2µM*,-4%,9.5µM*,32%
CCCCn1c(N)c(N(CC)C(=O)C2=COCCO2)c(=O)[nH]c1=O,nt,-4%,1%,nt,-1%,4%,-4%,0%,nt,3%,nt
C/C(=N\OC(=O)c1ccc(Cl)cc1)c1sc(-c2ccccc2)nc1C,-6%,4µM*,?,3%,0%,?,4µM*,4µM*,5%,4%,4%
Cc1[nH]nc2c1C1(CCN(C(=O)c3ccccc3)CC1)C(C#N)=C(N)O2,15%,-19%,-1%,1%,2%,-10%,-9%,-2%,-9%,-2%,-3%
CCCCn1c(N)c(N(CC(C)C)C(=O)c2ccc(N3C(=O)CCC3=O)cc2)c(=O)[nH]c1=O,nt,15%,-2%,nt,-1%,-4%,-4%,-2%,nt,2%,nt
COc1ccc(C(C)=O)cc1CSc1nnc(-c2ccc(Cl)cc2)n1-c1ccccc1,3%,-45%,-11%,16µM*,1%,-12%,-2%,-1%,-8%,-2%,?
CC(C)(C)NC(=O)C(c1ccncc1)N(Cc1cccs1)C(=O)c1csnn1 (stereo not given),9%,-6%,-1%,-10%,-1%,1%,-7%,-2%,3%,4%,9%
CCOC(=O)C1CCN(C(=O)/C=C/c2cc(OC)c(OC)c(OC)c2)CC1,11%,-4%,9%,-4%,-3%,-5%,-7%,-3%,8%,2%,24%
O=C(NCc1cccc(F)c1)C1CCC(=O)N(C2CCCC2)C1 (stereo not given),9%,5%,0%,12%,-15%,0%,-2%,0%,0%,-1%,22%
COc1ccc(/C=C2\SC(=S)N(CCC(=O)NCCCN3CCOCC3)C2=O)cc1,5%,-15%,0%,19%,13%,?,-8%,1%,?,17µM*,9%
Cc1cc(N2CCN(Cc3ccc4c(c3)OCO4)CC2)n2ncnc2n1,1%,-54%,-5%,-30%,nt,-2%,0%,-3%,?,-2%,-42%
CCOC(=O)Cc1nnc(NC(=O)CSc2nnc3c4ccccc4n(C(C)C)c3n2)s1,5%,-15%,1%,-16%,14%,-9%,-1%,2%,?,-18%,5%
Cc1ccc2nc(C(=O)N3CCc4c([nH]c5ccccc45)C3c3ccccn3)cn2c1 (stereo not given),-9%,-15%,0%,-1%,-3%,2%,-7%,-5%,5%,0%,-11%
CC1NC(=S)N(Cc2ccccc2)C1=O (stereo not given),8%,0%,1%,-10%,-1%,2%,0%,-3%,-4%,1%,4%
CCOC(=O)c1cc(-c2ccc(C)o2)nn1CCC#N,3%,-24%,2%,-4%,-4%,-8%,5%,-2%,4%,-1%,13%
Clc1ccc2nc(CSCc3ccccc3)cn2c1,-5%,?,?,-7%,-2%,7%,2µM*,1.6µM*,1%,7.6µM*,?
CCOc1cc(S(=O)(=O)n2c(C)nc3ccccc32)ccc1F,12%,-57%,-14%,-2%,-18%,-6%,-9%,1%,-3%,-1%,-21%
CC(C)c1ccc(C(=O)CSc2n[nH]c(-c3ccncc3)n2)cc1,4%,2%,-1%,?,-13%,2%,3%,3%,-17%,15µM*,23%
Cc1csc2nc(CNS(=O)(=O)c3ccc4c(c3)CCCC4)cn12,16%,-26%,9%,-9%,-1%,1%,-7%,1%,-1%,0%,3%
CC(Sc1cccc[n+]1[O-])C(=O)Nc1cccc(S(=O)(=O)N2CCOCC2)c1 (stereo not given),-21%,-10%,0%,0%,0%,-5%,-2%,-1%,nt,10%,?
COc1ccc2c(c1)c(C(C)=O)c(C)n2C,4%,-1%,-4%,-10%,3%,-3%,1%,3%,-9%,8%,-29%
Cc1nc(CCNC(=O)C2CCC(=O)N(Cc3ccc(Cl)cc3)C2)sc1C (stereo not given),0%,-1%,-5%,1%,-4%,10%,-7%,2%,3%,2%,-7%
COc1ccc(OC)c(-c2nc3ccccc3nc2-c2ccccc2)c1,0%,-42%,-10%,-7%,-1%,3%,-3%,10%,nt,-2%,-2%
COc1ccc(C(O)c2nccn2Cc2ccccc2)cc1 (stereo not given),12%,0%,-2%,0%,nt,1%,3%,-1%,6%,2%,-24%
Cc1ccc(C)c(-c2nnc(NC(=O)Cc3ccc(F)cc3)o2)c1,-20%,18%,-4%,0.56µM*,-16%,10%,-2%,1%,-5%,1%,0.63µM*
O=C(N=C1SC2CS(=O)(=O)CC2N1c1ccc(F)c(Cl)c1)C1CCCO1 (stereo not given),30%,13%,1%,-10%,1%,7%,-2%,-6%,0%,3%,-3%

Compound activity as filed in PubChem.

This is a subset; count on the stated rates, not on these rows.
